# Assay outcomes (PubChem)
# HTT aggregate – inhibitors of mutant huntingtin aggregate formation in PC12 cells; PC12 HttQ103-GFP aggregates, Acumen cytometry, 40 h; Potency, µM (titrated, usually from 46.1 µM), for the others: top-dose activity change, negative = inhibition, most hits filed as inhibitors; hit rate 1.1% among 220,000; note: potency is the fitted concentration of half-maximal effect; % is set by controls: 0 for no effect and ±100 for the full control effect; nearly all actives have a fitted effect of over 60% in size
#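 Compounds (qHTS titration) were added to PC12 cells expressing an ecdysone-driven HTT exon 1 Q103–GFP fusion after induction with 100 nM tebufenozide. Aggregate formation was measured as GFP objects in cell lysates.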
# Lamin A splicing – changes lamin A minigene splicing in HeLa cells; HeLa LMNA splicing GFP/RFP minigene ratio, 48 h; Potency, µM (doses to about 46.1 µM), inactives show top-dose ratio change, negative = inhibition, actives largely listed as inhibitors; hit rate 0.01% among 200,000; AID 1487; active = well fitted inhibition curve with a large enough effect in the signal ratio, with a control signal flat, not every such curve was filed as active; inconclusive = small, poorly fitted or top-dose-only effect, or effect the other way, or a change in a side signal; the % refers to the signal ratio; note: potency is the fitted concentration of half-maximal effect; % is set by controls: 0 for no effect and ±100 for the full control effect
#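 S3 HeLa stable clones carrying a lamin A-EGFP splicing minigene plus DsRed2 were seeded at 600 cells/well in Opti-MEM with 2% FBS, pin-dosed and incubated 48 h at 37°C. Acumen cytometry (488 nm) gave the GFP/RFP total-intensity ratio.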
# IMPase Li inh – IMPase inhibition in cells with lithium potentiation | CHO-M1 cells, IP1 TR-FRET (IP-One), carbachol + lithium | Potency, µM (titrated, usually from 59.4 µM), for the others: top-dose activity, negative = IMPase inhibition, hits mostly inhibitors | hit rate 0.35% among 210,000 | AID 1457;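 note: IP1 builds up when IMPase is blocked and the TR-FRET signal falls; potency is the fitted concentration of half-maximal effect; plate controls were basal vehicle for no effect and high inhibitor control for full effect; nearly all actives have a fitted effect of over 50% in size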
#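 CHO cells stably expressing M1 receptor (2000/well, cultured 16–30 h) treated 30 min at 37C with compound plus low lithium. Cytosolic IP1 by TR-FRET (665/620 ratio and 620 channel) after 10 min lysis; AC50 by Hill fit.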
# HTT cytoprotect – protects HTT-Q103 PC12 cells, measured by ATP. PC12 HTT-Q103 induced, cytoprotection, ATP luminescence, 40 h. Potency, µM (doses to about 56.4 µM), without a hit: cytoprotection (ATP increase), hits mostly activators. hit rate 0.14% among 230,000;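 note: potency is the fitted concentration of half-maximal effect; % of control where 0% means no effect; nearly all actives have a fitted effect of over 45% in size; toxic huntingtin expression switched on by the ecdysone agonist tebufenozide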
#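 PC12 cells with ecdysone-inducible HTT exon 1 Q103-GFP, induced with 100 nM tebufenozide and co-treated with library compounds in a dose series (1536-well, 1500 cells/well). Cytoprotection read as ATP content by ATPlite luminescence.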
# CBFb-RUNX1 inh – CBF-beta/RUNX1 interaction disruption | Q01196+Q13951 | AlphaScreen CBFb-His/RUNX1-biotin binding, biochemical | Potency, µM (highest dose often 59.8 µM), without a hit: at the top dose activity, negative = inhibition, actives largely listed as inhibitors | 230,000 tested, under 10 active; note: % of control where 0% means no effect
# Target sequence (Q01196 whole entry, looked up): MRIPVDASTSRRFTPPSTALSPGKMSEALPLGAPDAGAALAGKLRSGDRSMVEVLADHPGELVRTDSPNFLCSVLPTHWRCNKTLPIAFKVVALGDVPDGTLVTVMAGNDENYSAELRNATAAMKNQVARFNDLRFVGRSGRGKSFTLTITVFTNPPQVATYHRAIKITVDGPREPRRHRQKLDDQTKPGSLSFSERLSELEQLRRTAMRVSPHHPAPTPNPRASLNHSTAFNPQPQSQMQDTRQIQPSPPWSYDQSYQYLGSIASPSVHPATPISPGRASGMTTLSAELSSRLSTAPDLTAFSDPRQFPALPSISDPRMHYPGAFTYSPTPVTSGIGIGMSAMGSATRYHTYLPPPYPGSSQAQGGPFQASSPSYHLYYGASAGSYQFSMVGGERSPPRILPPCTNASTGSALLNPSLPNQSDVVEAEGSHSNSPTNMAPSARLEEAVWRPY
# Target sequence (Q13951 whole entry, looked up): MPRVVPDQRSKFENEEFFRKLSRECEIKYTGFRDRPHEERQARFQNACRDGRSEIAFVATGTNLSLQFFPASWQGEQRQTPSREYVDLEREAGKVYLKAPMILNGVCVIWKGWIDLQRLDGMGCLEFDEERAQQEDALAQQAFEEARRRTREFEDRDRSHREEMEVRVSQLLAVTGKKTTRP
#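 Inhibition was taken as any reduction in AlphaScreen signal from the CBF-beta–RUNX1 pair (His and biotin tags, 30 nM each), measured after compound (15 min) and bead (90 min) incubations at room temperature.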
# SMN2 splice enh – increases expression of the SMN2 splice variant; HEK293 SMN2-luciferase splicing reporter, luminescence, 30-36 h; Potency, µM (top dose mostly 46.1 µM), without a hit: top-dose activity change, positive = activation, actives largely listed as activators; hit rate 2.8% among 210,000; note: potency is the fitted concentration of half-maximal effect; % of control where 0% means no effect; nearly all actives have a fitted effect of over 55% in size
#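 HEK293 cells carry an SMN2 […]–luciferase reporter in which exon 7 inclusion puts luciferase in frame. Cells were plated 10-12 h before compound addition, then incubated 30-36 h at 37C. ONE-Glo luminescence was read; sodium butyrate at 4.5 mM final served as control.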
# KinaseGlo FLuc – Kinase-Glo luciferase inhibition (counter-screen); Q27757; Kinase-Glo luciferase, ATP luminescence, 8 min; Potency, µM (highest dose often 38.3 µM), for the others: at the top dose activity change, negative = inhibition, most hits filed as inhibitors; hit rate 0.28% among 200,000; note: potency is the fitted concentration of half-maximal effect; % is set by controls: 0 for no effect and ±100 for the full control effect; nearly all actives have a fitted effect of over 60% in size
#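 Light output from Kinase-Glo luciferase with luciferin and 10 uM ATP in 50 mM imidazole pH 7.2, KCl, MgCl2, Tween 20, BSA; compound pin-delivered, 8-min ambient incubation, then luminescence read.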
# Starred values were filed as active, the others as inactive; ? = inconclusive; / = no result given; & = joins results of further samples; [ ] = dose if it differs, or a comment. Unless noted, calls come from the whole dose curve; as a rule, active = well fitted curve in the direction sought with a large enough effect; inconclusive = small, poorly fitted or top-dose-only effect, or another doubt; inactive = no such curve, though single readings can be large; an effect the other way counts as inactive or inconclusive.
# Sample of the layout:
SMILES,HTT aggregate,Lamin A splicing,IMPase Li inh,HTT cytoprotect,CBFb-RUNX1 inh,SMN2 splice enh,KinaseGlo FLuc
Oc1c(C(c2ccccn2)N2CCC(Cc3ccccc3)CC2)cc(Cl)c2cccnc12 (configuration not stated),?,/,20%,-104%[inhibitor],/,-89%[inhibitor],0%
Brc1ccccc1C1=Nn2c(nnc2-c2ccco2)SC1,-11%[9.22 µM],/,/,9%[10 µM],-1%,/,/
CC1(C)Cc2noc(N)c2C(C)(C)N1OC(=O)c1ccccc1,11%,-12%,14%[38.3 µM],-5%[10 µM],3%,-6%,2%
C/C(=N\NC(=S)NC1CCCCC1)c1ccc(C#N)cc1,?,-6%,10%,-91%[inhibitor][10 µM],1%,3%,4%
O=C(O)COc1ccc2occ(C(=O)c3ccccc3)c2c1,8%,24%,-11%[38.3 µM],5%[10 µM],9%,9%,-5%
COc1cc(C(=O)N2CCN(C(=O)c3ccco3)CC2)c([N+](=O)[O-])cc1OC,14%,18%[46 µM],6%,-35%,0%,7%,-1%

# Results, from the start:
SMILES,HTT aggregate,Lamin A splicing,IMPase Li inh,HTT cytoprotect,CBFb-RUNX1 inh,SMN2 splice enh,KinaseGlo FLuc
Oc1c(C(c2ccccn2)N2CCC(Cc3ccccc3)CC2)cc(Cl)c2cccnc12 (configuration not stated),?,/,20%,-104%[inhibitor],/,-89%[inhibitor],0%
Brc1ccccc1C1=Nn2c(nnc2-c2ccco2)SC1,-11%[9.22 µM],/,/,9%[10 µM],-1%,/,/
CC1(C)Cc2noc(N)c2C(C)(C)N1OC(=O)c1ccccc1,11%,-12%,14%[38.3 µM],-5%[10 µM],3%,-6%,2%
C/C(=N\NC(=S)NC1CCCCC1)c1ccc(C#N)cc1,?,-6%,10%,-91%[inhibitor][10 µM],1%,3%,4%
O=C(O)COc1ccc2occ(C(=O)c3ccccc3)c2c1,8%,24%,-11%[38.3 µM],5%[10 µM],9%,9%,-5%
COc1cc(C(=O)N2CCN(C(=O)c3ccco3)CC2)c([N+](=O)[O-])cc1OC,14%,18%[46 µM],6%,-35%,0%,7%,-1%
Cc1ccc(CNC(=O)C(=O)NCC2OCCN2S(=O)(=O)c2cccs2)cc1 (configuration not stated),9%,1%,3%,/,8%[2.36 µM],-3%,1%
CCCC(=O)Nc1nc(C(=O)OCC)cs1,-5%,-2%,4%[38.3 µM],16%,3%,-8%,-1%
CCOC(=O)Cc1csc(/N=C/c2c(O)n(-c3ccc(C)cc3C)c(=O)c3ccccc23)n1,3%,?,1%,12%[10 µM],3%,-22%,2%
Cc1cc(-c2ccccc2)n2ncnc2n1,-27%[9.22 µM],/,/,-4%[10 µM],8%,/,/
CCOC(=O)c1ccc(NC(=O)CN2C(=O)C(CC)SC(CC)C2=O)cc1 (configuration not stated),-5%,-5%,10%,12%[10 µM],-2%,0%,4%
Cn1ncc(Br)c1C(=O)N/N=C/c1cccc(OC2CSC2)c1,-5%,14%,0%,/,1%,-10%,-6%
Cc1ccc2c(Cl)cc(Cl)c(OCC(=O)Nc3cccc(S(=O)(=O)N(C)C)c3)c2n1,-3%,-6%,26%,3%[10 µM],-6%,-15%,1%
CCOC(=O)CCNC(C(=O)OCC)c1ccccc1 (configuration not stated),-2%,5%,17%[38.3 µM],12%,-2%,/,-3%
CCOc1ccccc1NC(=S)Nc1ncccc1C,?,?,/,23%[10 µM],-16%,/,/
CCOC(=O)c1cnc2c(cnn2C)c1NCCCn1ccnc1,0%,-14%[46 µM],7%,?,0%,6%,2%
COC(=O)C1(C(=O)OC)C/C=C\Cc2ccccc2[C@@H]1C[N+](=O)[O-],/,/,6%&24%&24%,?,-16%&-8%&15%,-6%&-6%&-4%,0%&-2%&0%
Cc1ccc(-n2c(C3CC3c3ccc(Cl)cc3)n[nH]c2=S)cc1 (configuration not stated),5%,-3%,11%[38.3 µM],-7%,1%,-4%,-1%
CCN1CCN(C(c2cccs2)C(C)NC(=O)c2ccccc2F)CC1 (configuration not stated),10%,-1%,1%,-6%[0.074 µM],7%,19%,8%
COc1ccc(C)cc1NC(=O)c1nnn(Cc2cc(C)ccc2C)c1N,16%,17%,?,-13%,0%,29%,2%
N/C(=N\O)c1ccc(NC(=O)c2ccc(Br)o2)cc1,4%,-11%,3%[38.3 µM],-27%,6%,18%,-15%
CC(C)NC(=O)CCCc1ccccc1,11%,-1%,-7%[38.3 µM],1%,1%,3%,0%
COc1ccc(CNC2CCCCC2C)c(OC)c1 (configuration not stated),7%,-1%,/,-8%,1%,/,/
c1ccc2oc(-c3csc(N4CCOCC4)n3)cc2c1,-22%,/,-11%,-168%[inhibitor],4%,3.2µM*,0%
COCCN(C(=S)Nc1cccc(OC)c1)C(C)c1cccs1 (configuration not stated),-3%,0%,17%,11%[10 µM],-3%,-3%,0%
# (next part)
SMILES,HTT aggregate,Lamin A splicing,IMPase Li inh,HTT cytoprotect,CBFb-RUNX1 inh,SMN2 splice enh,KinaseGlo FLuc
CC1(OC(=O)c2cccs2)C(=O)C=C2C=C(c3ccsc3)OC=C2C1=O (configuration not stated),/,/,2%,?,6%,15%,-4%
O=C1OC(c2ccc(F)cc2)=N/C1=C\c1ccc(Br)o1,10%,?,0%,-9%,22%,8%,0%
COCCCNC(=O)c1cc2cc(Br)ccc2oc1=O,/,/,3%,/,-2%,2%,-2%
Cc1nonc1CN(C)C(=O)c1ccc(OC2CCN(C(=O)c3cccnc3)CC2)cc1,-11%,17%[46 µM],14%,6%,12%,/,4%
COc1c(F)c(F)c(C(=O)O)c(Nc2cccc(C)c2)c1F,-1%,/,-5%,-12%,-2%,17%,2%
COc1cc(C=O)ccc1Oc1nnnn1-c1ccc(C(N)=O)cc1,-13%,24%,20%[38.3 µM],12%,1%,-9%,-1%
CCOc1ccc(N(Cc2ccccc2F)C2=NC3CS(=O)(=O)CC3S2)cc1 (configuration not stated),18%,10%[9.22 µM],-11%,5%[10 µM],-7%,-4%,4%
Cc1c(CC(=O)O)c(=O)oc2cc3oc4c(c3cc12)CCCC4,-21%[9.22 µM],/,/,-18%[10 µM],1%,/,/
COc1ccc2c(=O)cc(C(F)(F)C(F)(F)F)oc2c1,17%,8%,/,-3%,-2%,/,/
CC1=CCC2COC(c3ccc[n+](Cc4ccccc4)c3)C1C2 (configuration not stated),-14%,?,16%,32%[10 µM],-9%,10%[1.84 µM],-3%
Cc1cc(=O)oc(C)c1C(=O)OCC(=O)c1ccc2ccccc2c1,-50%,0%,36%[38.3 µM],-6%,7%,-21%,-4%
C/C(=N/O)c1ccc2c(c1)OCCOCCOc1cc(/C(C)=N/O)ccc1OCCOCCO2,-2%,?,-8%,11%[10 µM],?,-10%,-3%
CCOC(=O)N1CCC2(CC1)CC(=O)c1cc(O)ccc1O2,2%,4%,-4%[38.3 µM],-32%,7%,-5%,4%
CCNc1ncc2nc(-c3ccc(Cl)cc3)c(=O)n(-c3ccc(OC)cc3)c2n1,/,29%,1%,25%,/,/,/
C=CCn1c(SCC(=O)N2CCN(C(=O)c3ccco3)CC2)nc2sc(CC)cc2c1=O,-18%,17%,23%[38.3 µM],-1%,-2%,-17%,0%
COc1ccc2[nH]c3c(N4CCN(Cc5ccc6c(c5)OCO6)CC4)ncnc3c2c1,13µM*,?,/,-47%[inhibitor],-5%,/,/
Cc1ccccc1Cc1n[nH]c(=S)n1N,2%,-5%,-10%,/,-4%,25%,0%
CCC(=O)c1ccc(OCc2ccccc2)c(OC)c1,-7%,24%,-2%,/,7%,14µM*,1%
NC(=O)c1ccc(N2CCCCCC2)c([N+](=O)[O-])c1,-4%,27%[46 µM],4%,-37%[inhibitor],-3%,-31%,-2%
Cc1ccc2c(C)nc(NC3=NCN(Cc4ccccc4)CN3)nc2c1,5%,-5%,4%[38.3 µM],-11%,-10%,4%,0%
Cc1cccc(Nc2ncnc3c2cnn3Cc2ccccc2)c1,29%,/,4%,-32%,-3%,-4%,3%
CSc1cccc(NC(=S)NCCCN2CCN(c3ccc(F)cc3)CC2)c1,?,/,-4%,-10%,-6%,-17%,-1%
CC(=O)Nc1ccc(NC(=O)CSc2nnc3c4ccccc4n(C)c3n2)cc1,-5%,2%[46 µM],4%,-44%[inhibitor],15%,12%,-2%

# Looked up above:
# Value of Cc1ccccc1Cc1n[nH]c(=S)n1N in IMPase Li inh: -10%
# Value of Cc1cc(=O)oc(C)c1C(=O)OCC(=O)c1ccc2ccccc2c1 in SMN2 splice enh: -21%
# Value of CC(=O)Nc1ccc(NC(=O)CSc2nnc3c4ccccc4n(C)c3n2)cc1 in HTT aggregate: -5%
# Value of Cc1cccc(Nc2ncnc3c2cnn3Cc2ccccc2)c1 in KinaseGlo FLuc: 3%
# Value of COc1cc(C=O)ccc1Oc1nnnn1-c1ccc(C(N)=O)cc1 in SMN2 splice enh: -9%

# Arranged by molecular weight (lowest first): part of the list above.
SMILES,HTT aggregate,Lamin A splicing,IMPase Li inh,HTT cytoprotect,CBFb-RUNX1 inh,SMN2 splice enh,KinaseGlo FLuc
Cc1ccc2c(C)nc(NC3=NCN(Cc4ccccc4)CN3)nc2c1,5%,-5%,4%[38.3 µM],-11%,-10%,4%,0%
CC(=O)Nc1ccc(NC(=O)CSc2nnc3c4ccccc4n(C)c3n2)cc1,-5%,2%[46 µM],4%,-44%[inhibitor],15%,12%,-2%
CCOc1ccc(N(Cc2ccccc2F)C2=NC3CS(=O)(=O)CC3S2)cc1 (configuration not stated),18%,10%[9.22 µM],-11%,5%[10 µM],-7%,-4%,4%
